# POLK inh – qHTS for Inhibitors of Polymerase Kappa; DNA polymerase kappa (Homo sapiens), Q9UBT6; purified Pol kappa, fluorescent DNA synthesis assay, 10 min; Potency, µM (series often up to 107 µM), without a hit: at the top dose activity, negative = inhibition, usual class: inhibitors; 0.53% of 400,000 active; note: potency is the fitted concentration of half-maximal effect; % is set by controls: 0 for no effect and ±100 for the full control effect
#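 Activity was followed as the change in fluorescence between reads at 0 and 10 min after starting the reaction with 50 nM substrate. Beforehand, 10 nM polymerase had been preincubated with compound for 15 min at room temperature.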
# Anesthetic bind – qHTS Assay for Identification of Novel General Anesthetics. apoferritin/1-aminoanthracene competitive binding, fluorescence. 0.074% of 350,000 active. Ferritin light chain (Equus caballus), P02791. Potency, µM (series often up to 77.5 µM), without a hit: top-dose activity change, negative = displacement, most hits filed as inhibitors; note: potency is the fitted concentration of half-maximal effect; % is set by controls: 0 for no effect and ±100 for the full control effect; nearly all actives have a fitted effect of over 20% in size
#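 Apoferritin-based anesthetic binding model; compound displacement of fluorescent 1-AMA measured as endpoint fluorescence after 10 minutes at room temperature, scaled to free-ligand and complex controls.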
# Pol iota inh – qHTS for Inhibitors of Polymerase Iota. DNA polymerase iota (Homo sapiens), Q9UNA4. Pol iota fluorescent replication assay, 10 min. Potency, µM (highest dose often 115 µM), for the others: top-dose activity, negative = inhibition, usual class: inhibitors. 1% of 390,000 active; note: potency is the fitted concentration of half-maximal effect
# Target sequence (Q9UNA4 whole entry, looked up): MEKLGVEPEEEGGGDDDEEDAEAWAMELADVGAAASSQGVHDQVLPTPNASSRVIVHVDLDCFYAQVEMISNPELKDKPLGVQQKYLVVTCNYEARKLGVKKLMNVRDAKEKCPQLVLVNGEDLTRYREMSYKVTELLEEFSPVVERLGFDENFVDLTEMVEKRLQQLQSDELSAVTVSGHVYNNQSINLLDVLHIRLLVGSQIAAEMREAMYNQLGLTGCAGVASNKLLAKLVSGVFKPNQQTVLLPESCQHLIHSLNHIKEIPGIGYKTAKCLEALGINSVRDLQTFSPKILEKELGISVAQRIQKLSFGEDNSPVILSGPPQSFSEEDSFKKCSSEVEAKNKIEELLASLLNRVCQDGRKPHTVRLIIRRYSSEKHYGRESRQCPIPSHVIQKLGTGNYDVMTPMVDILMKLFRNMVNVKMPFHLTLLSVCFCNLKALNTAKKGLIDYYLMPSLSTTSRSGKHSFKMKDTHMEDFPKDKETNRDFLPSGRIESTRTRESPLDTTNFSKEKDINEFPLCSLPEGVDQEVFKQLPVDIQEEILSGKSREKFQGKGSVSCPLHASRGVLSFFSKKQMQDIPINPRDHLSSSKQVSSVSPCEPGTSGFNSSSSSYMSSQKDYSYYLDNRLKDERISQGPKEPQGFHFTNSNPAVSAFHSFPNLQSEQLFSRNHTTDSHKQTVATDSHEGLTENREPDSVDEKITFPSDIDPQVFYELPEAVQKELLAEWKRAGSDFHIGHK
#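 Pol iota at 10 nM preincubated 15 min with compounds at room temperature; reaction started with fluorescent substrate, 50 nM final. Fluorescence read kinetically at 0 and 10 min; buffer-only wells as negative control.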
# APEX1 inh – qHTS Assay for Inhibitors of the Human Apurinic/apyrimidinic Endonuclease 1 (APE1); 0.35% of 350,000 active; DNA repair nuclease/redox regulator APEX1 (Homo sapiens), P27695; recombinant APE1, TAMRA/BHQ-2 abasic DNA cleavage fluorescence; Potency, µM (series often up to 65.8 µM), for inactives: top-dose activity change, negative = inhibition, most hits filed as inhibitors;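 note: potency is the fitted concentration of half-maximal effect; plate controls were vehicle for no effect and reference inhibitor for full effect; nearly all actives have a fitted effect of over 55% in size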
# Target sequence (P27695 whole entry, looked up): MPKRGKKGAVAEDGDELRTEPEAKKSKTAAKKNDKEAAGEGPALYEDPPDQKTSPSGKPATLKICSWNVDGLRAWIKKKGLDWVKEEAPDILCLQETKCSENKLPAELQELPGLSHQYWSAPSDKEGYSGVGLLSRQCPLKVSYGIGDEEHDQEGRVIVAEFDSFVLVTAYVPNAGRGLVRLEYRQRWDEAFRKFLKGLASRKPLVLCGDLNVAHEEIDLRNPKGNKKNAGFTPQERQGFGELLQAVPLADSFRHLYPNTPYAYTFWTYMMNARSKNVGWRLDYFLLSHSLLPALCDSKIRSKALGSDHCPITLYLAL
#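 0.75 nM APE1 + cpd, 15 min RT; start w/ 50 nM TAMRA/BHQ-2 THF-abasic dsDNA; kinetic fluor 525/598 nm ×3 reads @60 s; Δ(read3−read1); normalized to DMSO and NSC13755 control wells.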
# LDHA block – qHTS assay for inhibitors of human lactate dehydrogenase. L-lactate dehydrogenase A chain (Homo sapiens), P00338. purified LDHA, NADH/diaphorase-resazurin fluorescence; hits give low values. 0.15% of 480,000 active. activity change, % (values are at about 110 or 230 µM); in the data active = activity change below about -30%; inconclusive = mostly about -25% to -30%;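 note: plate controls were DMSO wells for no effect and wells without enzyme for full effect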
#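 LDH5 2 nM; NADH 0.06 mM, pyruvate 0.2 mM; 200 mM Tris pH 7.4, EDTA, Tween-20; 5 min RT. Detection: diaphorase 0.133 mg/mL + resazurin 37 µM, fluorescence ex540/em590 at 0 and 20 min; normalized to enzyme-free and DMSO wells.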
# Pol beta inh – qHTS Assay for Inhibitors of DNA Polymerase Beta. Potency, µM (doses to about 114 µM), without a hit: at the top dose activity change, negative = inhibition, usual class: inhibitors. Pol beta primer extension/strand displacement, fluorescence kinetic. 1.3% of 340,000 active. AID 485314, 2010; note: potency is the fitted concentration of half-maximal effect; % is set by controls: 0 for no effect and ±100 for the full control effect
#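 Values derive from four-parameter Hill fits of normalized kinetic data: reads at 0 and 10 min following addition of 50 nM substrate to 10 nM Pol beta preincubated 15 min with compound.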
# BLM helicase inh – qHTS Assay for Inhibitors of Bloom's syndrome helicase (BLM) | recombinant BLM DNA unwinding, fluorescence dequenching | Potency, µM (titrated, usually from 56.1 µM), for the others: at the highest dose activity change, negative = inhibition, hits mostly inhibitors | 0.2% of 350,000 active | AID 2528, 2010;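 note: potency is the fitted concentration of half-maximal effect; plate controls were vehicle for no effect and no enzyme for full effect; nearly all actives have a fitted effect of over 35% in size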
# Pol eta inh – qHTS for Inhibitors of Polymerase Eta. DNA polymerase eta (Homo sapiens), Q9Y253. 1.2% of 390,000 active. recombinant Pol eta, fluorescent DNA replication assay. Potency, µM (top dose mostly 114 µM), inactives show at the top dose activity change, negative = inhibition, usual class: inhibitors; note: potency is the fitted concentration of half-maximal effect; % is set by controls: 0 for no effect and ±100 for the full control effect
#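 Fluorescent replication assay: 50 nM final substrate added after a 15 min room-temperature compound preincubation with 10 nM enzyme. Signal taken at 0 min and again at 10 min.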
# GRP78 ERSR act – qHTS for Inducers of the Endoplasmic Reticulum Stress Response (ERSR) in Human Glioma: qHTS | U87-MG GRP78 promoter luciferase reporter, 16 h | Potency, µM, inactives show at the highest dose activation, actives largely listed as activators | 0.02% of 420,000 active; note: potency is the fitted concentration of half-maximal effect; series mostly up to about 76 µM; % of control where 0% means no effect; nearly all actives have a fitted effect of over 35% in size
#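 Stably transfected U87-MG glioma cells carrying a GRP78-based luciferase sensor; 16 h compound incubation. Luminescence end-point read 10 min after Bright-Glo addition at room temperature.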
# The depositor's hits bear a star; ? = inconclusive; . = not tested or not shown; & = joins results of further samples; [ ] = remark or other dose. Unless noted, calls come from the whole dose curve; as a rule, active = well fitted curve in the direction sought with a large enough effect; inconclusive = small, poorly fitted or top-dose-only effect, or another doubt; inactive = no such curve, though single readings can be large; an effect the other way counts as inactive or inconclusive.
SMILES,POLK inh,Anesthetic bind,Pol iota inh,APEX1 inh,LDHA block,Pol beta inh,BLM helicase inh,Pol eta inh,GRP78 ERSR act
OC(CSc1c(Cl)cccc1Cl)CN1CCN(c2ccccc2F)CC1 (stereo not given),-10%,-5%,3%,-4%,1,-24%,-9%,-16%,-6%
CCOc1ccc(C(=O)c2cn(CC(=O)Nc3ccc(OC)cc3)c3cc4c(cc3c2=O)OCO4)cc1,-17%,-2%,24%,.,-5,-15%,-11%,-22%,1%
C=CCn1c(SCC(C)=O)nc2sc3c(c2c1=O)CCC3,9%,-9%,3%,14%,-2,14%,-5%,-2%,-4%
O=C(c1cc2ccccc2o1)N1CCN(C/C=C/c2ccccc2)CC1,-5%,?,-6%,-13%,-3,17%,-6%,-6%,-2%
COc1ccccc1C(=O)NCC(=O)N1CCN(c2ncccn2)CC1,3%,.,26%,-4%,1,.,.,-3%,-5%
C[C@H](C(=O)O)c1n[nH]c(=O)c2ccccc12,-7%,-5%,1%,2%,-19,?,0%,1%,-3%
Nc1nc2c(ncn2C2C[C@H](O)[C@@H](CO)O2)c(=O)[nH]1 (stereo not given in full),-28%,.,-8%,23%,-7,.,.,-15%,0%
Cc1cccc(NC(=O)c2c(C)oc3ncnc(N4CCCCC4)c23)c1C,9%,-1%,10%,.,0,32%[activator],-3%,-7%,-5%
COc1cccc(C(C)N(C)Cc2nc(COc3ccccc3)no2)c1 (stereo not given),-3%,2%,-9%,2%,-7,2%,-4%,0%,-1%
COc1cc(C(=O)N2CCN(c3ccccc3F)CC2)ccc1OCC(=O)N1CCOCC1,11%,.,24%,10%,3,.,.,-13%,-2%
Clc1ccccc1-c1nccc(NCCN2CCOCC2)n1,2%[60.1 µM],.,.,-1%,.,.,1%,.,-1%
CCCn1c(SCC(=O)Nc2nnc(C)s2)nnc1C1CC1,-1%,-5%,-15%,44%,-3,6%,-8%,-16%,-1%
c1ccc2c(Cn3ccnc3)c[nH]c2c1,-11%,-12%,?,-1%,-4,-1%,0%,7%,-2%
Cc1c(C)c2c(c(C)c1O)CCC(C)(CCCC(C)CCCC(C)CCCC(C)C)O2 (stereo not given),?,-6%,.,-1%,.,.,-9%&-7%,.,-3%&-2%
COCC(=O)N1CCC2(CC1)CN(C(=O)Nc1ccc(OC)cc1)C2,-8%[60.1 µM],.,.,1%,.,.,-2%,.,-3%
COCCn1c(SCC(=O)Nc2cccc(S(N)(=O)=O)c2)nc2cc(Cl)ccc2c1=O,-5%,-14%,51%[activator],4%,-4,58%[activator],0%,-1%,-2%
O=C(c1noc2c1CCCC2)N1CCN(c2ccccc2)CC1,-11%,-9%,2%,2%,-2,20%,-1%,-10%,2%
Cc1cc(NC(=O)COC(=O)COc2ccc(Cl)cc2C)c([N+](=O)[O-])cc1C,-4%,-10%,-1%,-3%,0,1%,0%,-17%,-5%
CCC(Oc1ccccc1F)C(=O)Nc1c(C(=O)c2ccccc2)oc2ccccc12 (stereo not given),-12%,-13%,30%,.,-4,-30%,-7%,6%,-2%
OCCC1CN(Cc2cccc3nonc23)CCN1C1CCCCC1 (stereo not given),-7%,-9%,-8%,2%,-5,-1%,-4%,2%,-3%
O=c1[nH]c2cc(Cl)c(O)cc2o1,12%[60.1 µM],6%,.,13%,.,.,3%,.,4%
CCOc1cc(C(=O)OC(C)C(=O)Nc2ccccc2OC)ccc1OCC(=O)N1CCOCC1 (stereo not given),3%,.,1%,.,2,.,.,-16%,-4%
CCOC(=O)c1ccc(NC(=O)c2nsc3ccccc23)cc1,5%,?,?,.,1,-7%,-8%,.,.
CCC1CCCCN1S(=O)(=O)c1cc2c(cc1C)NC(=O)CO2 (stereo not given),-8%,0%,-15%,.,2,6%,-2%,-2%,-4%
COc1ccc(NC(=O)C(=O)NCCc2csc(-c3ccc(Cl)cc3)n2)cc1,-16%[60.1 µM],9%,5%,.,-8,3%,4%,-9%,0%

# (listing goes on)
SMILES,POLK inh,Anesthetic bind,Pol iota inh,APEX1 inh,LDHA block,Pol beta inh,BLM helicase inh,Pol eta inh,GRP78 ERSR act
CC(C)(C)S(=O)(=O)/C(C#N)=N/Nc1ccc(S(N)(=O)=O)cc1,4%,-17%,66%[activator],-6%,-4,-21%,1%,23%,-4%
CC(C)Cc1ccc(S(=O)(=O)N2CCOCC2)cc1,-8%,-23%,3%,-5%,-1,9%,-5%,-11%,-3%
O=C(O)C1(Nc2ccc(Cl)cc2)CCCC1,5%,.,48%[activator],.,-10,.,.,-16%,-8%
COc1ccc(-n2cnc3cc(C(=O)NCC4CCCO4)ccc32)cc1 (stereo not given),5%,1%,2%,31%,-1,48%,1%,-7%,5%
COc1ccc(CN2C(=O)c3cccc4cccc(c34)C2=O)cc1,7%,2%,9%,4%,-5,-1%,-4%,-22%,-4%
CC(C)[C@@H](C(=O)NC1CC1)N1C(=O)N2CCc3c([nH]c4ccccc34)[C@@]2(C)C1=O,19%,-12%,28%,-4%,5,10%,1%,-10%,-3%
Cc1ccc(OCc2nnc(SCC(=O)N3C(C)CCCC3C)o2)cc1 (stereo not given),3%,?,8%,-15%,0,2%,-3%,-12%,-2%
C=CCNC(=O)CN1CCN(C(c2ccccc2)c2ccccc2)CC1,-15%,2%,2%,-1%,-25,5%,-4%,-3%,-3%
Cc1cc(C)cc(NC(=O)C2CCN(c3cnccn3)CC2)c1,-14%,0%,8%,0%,-3,-18%,-2%,-4%,-3%
CS(=O)(=O)N(CC(=O)Nc1ccccc1F)C1CCCCC1,5%,-13%,27%,-6%,-2,38%,4%,-14%,0%
COc1ccc(CN2CCNC(=O)C2CC(=O)NCCCC2CCCC2)c(C)c1C (stereo not given),-16%,?,20%,14%,2,3%,-9%,-22%,0%
CCOC(=O)c1c(C)[nH]c(C)c1S(=O)(=O)N1CCC(C(=O)Nc2ccccn2)CC1,2%,-1%,24%,.,-12,9%,-1%,-15%,-1%
COc1cc2sc3ccc(-c4ccc(CN5CCOCC5)cc4)cc3c(=O)c2cc1OC,11%,.,-5%,9%,4,.,.,-15%,-1%
CC(=O)N(C)c1ccc(NC(=O)c2ccccc2C(=O)O)cc1,-7%,-6%,-6%,-3%,-1,-12%,3%,-10%,-4%
CCn1c(=O)c([N+](=O)[O-])c(NCCc2ccc(OC)c(OC)c2)c2ccccc21,-9%,-16%,7%,1%,-6,-9%,5%,-18%,0%
CC(C)[C@H](NC(=O)c1ccccc1F)C(=O)OCCN1C(=O)c2ccccc2C1=O,-11%,.,13%,43%[activator],-4,.,.,-10%,-4%
CCNC(=S)NNC(=O)c1cc(C)nc2ccccc12,-6%,-5%,16%,2%,-14,2%,-9%,-11%,-9%
COCCn1c(=O)c(-c2ccc(OC)cc2)nc2cnc(N3CCOCC3)nc21,-1%[60.1 µM],.,.,-1%,.,.,1%,.,-1%
CC1CC(C)CN(CCCNC(=O)Cn2ncn3cccc3c2=O)C1 (stereo not given),-11%,-14%,6%,7%,-12,3%,-3%,-6%,-2%
CC1CC(C)CN(c2ncc3c(n2)CC(c2ccc(Cl)cc2)CC3=O)C1 (stereo not given),-11%,-14%,4%,-3%,4,23%,-2%,-10%,-3%
Cc1ccc(C(=O)NCC(c2ccco2)N2CCc3ccccc32)cc1 (stereo not given),-20%,.,26%,-5%,-3,.,.,-10%,-3%
CCN(C(=O)CSc1nnc(-c2cccs2)n1N)c1c(N)n(Cc2ccccc2)c(=O)[nH]c1=O,-7%,.,19%,2%,-4,.,.,4%,-4%
CN1CCCC(OC(=O)c2ccccc2Br)C1 (stereo not given),5%,?,7%,8%,1,13%,1%,-11%,-1%
CCN(CC(=O)Nc1cc(S(=O)(=O)N2CCCCC2)ccc1Cl)Cc1ccccc1,-10%,.,38%[activator],23%,1,.,.,-24%,-3%
COc1cc2c(cc1OC)C1O[C@](c3ccsc3)(C2)Oc2cc(C)n(Cc3ccccc3)c(=O)c21,.,-18%[15.3 µM],.,-6%[12.4 µM],.,-1%[22.9 µM],-11%[12.4 µM],.,.
CCN1CCN(CCOc2ccccc2-c2ccccc2)CC1,-9%,-7%,21%,-2%,-34*,0%,4%,1%,-3%
Cc1cc(C(F)(F)F)nc(SCCN2CCOCC2)c1C#N,1%,-9%,86%[activator],-1%,0,0%,-1%,-10%,-8%
CCc1c(C)sc2c1CCN(C(=O)Nc1cc(Cl)c(OC)cc1OC)C2c1ccccc1 (stereo not given),-11%[60.1 µM],52%[activator],?,.,9,0%,-8%,-7%,-2%
COc1cccc(C2C=C(c3ccc(C)c(C)c3)Nc3nnnn32)c1OC (stereo not given),-9%[60.1 µM],-6%,28%,.,-1,3%,4%,-2%,5%
Cc1cccc(OCCSc2ncnc3nc[nH]c23)c1,-5%,?,9%,-2%,-13,0%,-4%,8%,2%

# A draw from above in order of heavy-atom count, high to low:
SMILES,POLK inh,Anesthetic bind,Pol iota inh,APEX1 inh,LDHA block,Pol beta inh,BLM helicase inh,Pol eta inh,GRP78 ERSR act
CCOC(=O)c1c(C)[nH]c(C)c1S(=O)(=O)N1CCC(C(=O)Nc2ccccn2)CC1,2%,-1%,24%,.,-12,9%,-1%,-15%,-1%
CCn1c(=O)c([N+](=O)[O-])c(NCCc2ccc(OC)c(OC)c2)c2ccccc21,-9%,-16%,7%,1%,-6,-9%,5%,-18%,0%
COc1ccccc1C(=O)NCC(=O)N1CCN(c2ncccn2)CC1,3%,.,26%,-4%,1,.,.,-3%,-5%
C=CCn1c(SCC(C)=O)nc2sc3c(c2c1=O)CCC3,9%,-9%,3%,14%,-2,14%,-5%,-2%,-4%
Cc1cccc(OCCSc2ncnc3nc[nH]c23)c1,-5%,?,9%,-2%,-13,0%,-4%,8%,2%

# These rows are one share of the data. The share of hits here may be higher or lower than overall.
